Compound activity from PubChem.
PAD4 inh – PAD4 (human) enzyme inhibition; Q9UM07; recombinant PAD4, RCA probe fluorescence polarization; inhibition, % at 6.36 µM; actives 0.41% (n = 330,000); AID 485272;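 active = percent inhibition above a cutoff equal to the mean of all tested compounds plus 3 SD, cut at about 15% in these data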;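 also: 0% = PAD4 with RCA probe and DMSO and 100% = probe without PAD4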
PAFAH2 inh – PAFAH2 (human) inhibition; Q99487; recombinant PAFAH2, FP-rhodamine activity probe, fluorescence polarization; actives 0.99% (n = 340,000); inhibition, % at 3.39 µM;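 active = inhibition above the mean over all tested compounds plus 3 SD, cut at about 30% in these data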;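 also: inhibitors block probe labeling of enzyme so polarization drops; 0% = enzyme with DMSO and 100% = wells lacking PAFAH2 protein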
PAFAH1B3 inh – blocks human PAF acetylhydrolase 1B catalytic subunit 3; Q15102; recombinant PAFAH1B3, FP-rhodamine probe, fluorescence polarization; inhibition, % at 3.39 µM; actives 0.28% (n = 340,000);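 active = inhibition above the screen-wide average of all tested compounds plus 3 SD, cut at about 25% in these data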;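 also: 0% = enzyme with DMSO only and 100% = wells lacking PAFAH1B3 protein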
Target sequence (Q15102 whole entry, looked up): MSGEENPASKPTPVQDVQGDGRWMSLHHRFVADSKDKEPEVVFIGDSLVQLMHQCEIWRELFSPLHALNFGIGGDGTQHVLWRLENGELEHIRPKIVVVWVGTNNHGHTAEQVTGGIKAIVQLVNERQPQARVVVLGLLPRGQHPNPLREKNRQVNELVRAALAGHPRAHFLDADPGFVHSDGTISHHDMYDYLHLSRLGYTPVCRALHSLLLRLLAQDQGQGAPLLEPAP
LYPLA2 counter – LYPLA2 (human) inhibition in PME1 counter-screen. O95372. recombinant LYPLA2, FP-Rh probe fluorescence polarization. inhibition, % at 5.9 µM. actives 0.38% (n = 320,000). AID 2177;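 active = inhibition above the screen-wide mean plus 3 SD, limit set per campaign, cut at about 26% in these data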;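 also: 0% = LYPLA2 with DMSO and 100% = wells lacking LYPLA2 enzyme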
Target sequence (O95372 whole entry, looked up): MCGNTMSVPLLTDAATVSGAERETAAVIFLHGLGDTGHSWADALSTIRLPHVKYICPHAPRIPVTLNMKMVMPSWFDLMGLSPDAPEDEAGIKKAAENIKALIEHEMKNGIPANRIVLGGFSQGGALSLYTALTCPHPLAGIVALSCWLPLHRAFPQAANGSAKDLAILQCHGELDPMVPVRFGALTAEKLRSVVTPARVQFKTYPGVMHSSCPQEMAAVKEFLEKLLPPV
pPAFAH inh – inhibitors of human plasma PAF acetylhydrolase (pPAFAH); actives 1.5% (n = 330,000); recombinant pPAFAH, FP-rhodamine probe fluorescence polarization; AID 463082; inhibition, % at 3.39 µM; Q13093;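 active = inhibition above the mean inhibition across the screen plus 3 SD, cut at about 25% in these data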;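 also: inhibitors block binding of the rhodamine activity-based probe so polarization drops; 0% = enzyme with DMSO and 100% = wells lacking pPAFAH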
Target sequence (Q13093 whole entry, looked up): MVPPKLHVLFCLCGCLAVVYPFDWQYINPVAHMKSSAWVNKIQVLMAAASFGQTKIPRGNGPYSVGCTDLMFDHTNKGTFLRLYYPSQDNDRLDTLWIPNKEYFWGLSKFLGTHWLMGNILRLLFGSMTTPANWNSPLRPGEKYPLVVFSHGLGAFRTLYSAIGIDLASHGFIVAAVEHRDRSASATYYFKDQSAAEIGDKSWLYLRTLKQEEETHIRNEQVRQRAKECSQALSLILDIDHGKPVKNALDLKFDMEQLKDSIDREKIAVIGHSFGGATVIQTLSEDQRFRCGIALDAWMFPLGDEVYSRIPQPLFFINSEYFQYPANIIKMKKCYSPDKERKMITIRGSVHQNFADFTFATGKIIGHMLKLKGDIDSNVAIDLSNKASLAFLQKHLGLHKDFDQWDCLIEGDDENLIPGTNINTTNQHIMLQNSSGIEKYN
PREPL inhibitor – inhibitors of human prolyl oligopeptidase-like enzyme PREPL | Q4J6C6 | actives 0.68% (n = 320,000) | inhibition, % at 5.96 µM | recombinant PREPL, fluorescence polarization activity-based probe; in the data active = inhibition above about 43%;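 also: 0% = enzyme with DMSO and 100% = wells lacking enzyme; many of its hits are not listed in these tables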
GSTO1 counter – blocks human GSTO1 in RBBP9 counter-screen | P78417 | actives 1.1% (n = 300,000) | AID 1974 | inhibition, % at 5.96 µM | recombinant GSTO1, activity-based probe fluorescence polarization;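 active = inhibition above the campaign mean inhibition plus 3 SD, cut at about 35% in these data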;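 also: 0% = GSTO1-1 with DMSO and 100% = wells lacking GSTO1-1 enzyme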
LYPLA1 inh – counter-screen for PME1 inhibitors: inhibitors of human LYPLA1; inhibition, % at 5.9 µM; actives 0.16% (n = 320,000); recombinant LYPLA1, FP-Rh probe fluorescence polarization;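 active = inhibition above the mean of all tested compounds plus 3 SD, set per campaign, cut at about 14% in these data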;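 also: inhibitors block serine hydrolase probe labeling of LYPLA1 so polarization falls; 0% = enzyme with DMSO and 100% = wells lacking LYPLA1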
PAFAH1B2 FP inh – PAFAH1B2 (human) inhibition. inhibition, % at 3.39 µM. recombinant PAFAH1B2, FP-rhodamine activity probe, fluorescence polarization. actives 1.2% (n = 340,000);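 active = inhibition above the mean of all tested compounds plus 3 SD, cut at about 24% in these data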;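 also: 0% = enzyme with DMSO and 100% = wells lacking PAFAH1B2; many of its hits are not listed in these tables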
The depositor's hits bear a star; nt = not tested or not shown. Some of the compounds tested; the hit share may differ from the screen's.

SMILES	PAD4 inh	PAFAH2 inh	PAFAH1B3 inh	LYPLA2 counter	pPAFAH inh	PREPL inhibitor	GSTO1 counter	LYPLA1 inh	PAFAH1B2 FP inh
O=C1c2ccccc2NC(c2cccc(Cl)c2)N1N=C1CCCCCC1 (centres undefined)	-4.1	-10.2	6.3	4.0	3.3	3.3	-0.4	0.5	3.7
Cc1cc(C)c(C#N)c(SCc2ccc3c(c2)OCO3)n1	0.0	2.2	4.9	6.6	1.9	9.0	-4.7	-1.2	0.0
O=C(C1=C[C@@H](C2CC2)C[C@@H](OCCCCO)O1)N1CCOCC1	7.0	2.3	1.5	-2.0	-2.3	-0.2	2.0	-0.4	0.6
Cc1cc(Cl)ccc1NC(=O)/C=N/O	0.0	-5.0	12.5	2.4	2.0	-0.2	4.0	-1.1	2.4
COc1cc(NS(=O)(=O)c2ccc(NC(=O)/C(=C\c3ccccc3OC)NC(=O)c3ccccc3)cc2)nc(OC)n1	-4.3	0.1	7.5	-1.6	2.3	-6.7	-6.0	-1.1	3.4
COCCCNC(=O)C1CCCCN1S(=O)(=O)c1ccc(F)cc1 (centres undefined)	-1.5	-1.4	-0.8	6.6	0.9	6.9	8.8	6.3	-2.8
CCN(CC)S(=O)(=O)c1cccc(C(=O)Nc2ccc(C#N)cc2)c1	-4.6	-4.5	2.3	0.2	6.1	1.7	-13.6	-0.3	-1.8
O=C(CNS(=O)(=O)Cc1ccccc1)NCc1ccccc1	-0.2	-1.0	1.6	1.9	2.0	-1.2	2.8	0.9	-3.0
CC(OC(=O)c1oc2ccccc2c1CSC1CCCCC1)C(=O)NC(N)=O (centres undefined)	3.1	2.0	-5.1	-4.6	0.7	0.0	4.8	-1.5	-5.5
O=C(CCC1COc2ccccc2O1)NC1CCCCC1 (centres undefined)	-0.2	1.1	4.0	-2.0	-2.7	7.8	6.6	-0.3	-3.9
COc1ccc(C(=O)NC(=S)NNC(=O)c2ccncc2)cc1Br	-5.8	5.5	19.5	1.4	3.9	0.9	nt	0.7	6.2
COc1cc(OC)cc(C(=O)Nc2c(F)cccc2F)c1	-0.5	-4.2	0.5	0.9	8.2	6.2	-1.7	-2.2	3.5

Rewritten bar-delimited: 2 of the compounds above.
molecule | PAD4 inh | PAFAH2 inh | PAFAH1B3 inh | LYPLA2 counter | pPAFAH inh | PREPL inhibitor | GSTO1 counter | LYPLA1 inh | PAFAH1B2 FP inh
O=C(CNS(=O)(=O)Cc1ccccc1)NCc1ccccc1 | -0.2 | -1.0 | 1.6 | 1.9 | 2.0 | -1.2 | 2.8 | 0.9 | -3.0
CC(OC(=O)c1oc2ccccc2c1CSC1CCCCC1)C(=O)NC(N)=O (centres undefined) | 3.1 | 2.0 | -5.1 | -4.6 | 0.7 | 0.0 | 4.8 | -1.5 | -5.5

(listing goes on)
SMILES	PAD4 inh	PAFAH2 inh	PAFAH1B3 inh	LYPLA2 counter	pPAFAH inh	PREPL inhibitor	GSTO1 counter	LYPLA1 inh	PAFAH1B2 FP inh
C/C(N)=C(/C#N)C(=O)COC(=O)c1oc2ccccc2c1COC(C)C	-0.4	0.3	6.6	-0.6	-1.3	-11.9	12.8	-2.8	0.6
CCCNC(=O)c1c(O)c2c([nH]c1=O)CCCC2	-2.9	1.5	12.5	0.4	2.8	-0.3	1.6	-1.9	2.5
COCc1cc(=O)n2[nH]c(SC)nc2n1	-0.9	7.8	3.0	4.2	-1.7	1.1	-1.5	0.8	6.4
N#Cc1cnn(-c2cccc(Cl)c2)c1-n1cccc1	-6.7	5.3	7.9	9.9	-3.4	-10.5	7.6	3.7	3.4
S=C(Nc1ccc(Cl)cc1Cl)Nn1cnnc1	-1.3	-3.6	0.7	2.1	5.2	2.7	4.3	1.6	3.7
O=C(Nc1cccc(Cl)c1Cl)c1ccccc1OCC(=O)N1CCOCC1	0.8	5.9	-2.8	-0.9	4.5	6.9	1.1	-4.3	4.0
Cc1cccc2sc(NC(=O)c3ccc(Cl)s3)nc12	-0.9	12.6	5.7	-3.3	5.5	-0.5	-9.3	-2.8	5.4
CC(C)(C)c1ccc(C2C(C(=O)c3ccco3)=C(O)C(=O)N2CC2CCCO2)cc1 (centres undefined)	-3.6	1.1	2.1	1.1	2.2	0.6	12.1	-2.6	4.6
COc1c(Br)cc([N+](=O)[O-])c(OC)c1C(=O)NC(=O)Nc1nc(C)cc(C)n1	4.2	1.4	-1.4	-0.8	3.6	14.8	19.5	-2.1	-2.4
COC(=O)c1cc(OC)nc2ccc(Br)cc12	-7.5	-0.2	3.2	-5.5	0.9	-4.2	-1.5	0.3	2.2
Cc1ccc2c(c1)N(C(=O)c1ccco1)C(C)(C)c1ssc(=S)c1-2	15.8*	3.1	1.9	10.1	4.6	3.7	-6.2	3.1	3.2
O=C(COC(=O)c1ccc(O)cc1O)Nc1ccc2c(c1)OCCO2	-4.8	8.1	7.2	-3.4	1.6	3.5	nt	-2.1	8.4
CC(OC(=O)COc1ccc(C#N)cc1)C(=O)c1ccccc1 (centres undefined)	-7.6	1.5	5.6	6.0	5.2	-1.6	nt	0.1	-0.8
COc1ccc(NC(=S)N(CCO)Cc2cc3c(C)cc(C)cc3[nH]c2=O)cc1	-1.7	-3.9	1.1	2.6	2.7	-9.0	8.0	-0.5	0.8
Cc1ccc(-n2c(C)cc(C(=O)OCC(=O)N3CCOCC3)c2C)cc1	1.2	1.7	6.2	nt	18.3	19.2	nt	nt	2.5
O=C(Oc1cccc([N+](=O)[O-])c1)N1CCCCC1	-1.2	1.1	-2.1	2.5	1.3	-1.0	-3.3	-2.9	2.3
O=C(OCC(=O)N1CCOCC1)c1ccc(N2CCOCC2)c([N+](=O)[O-])c1	1.8	-6.2	-4.2	1.2	2.1	-3.0	10.8	1.6	-1.2
CCCCC(=O)N1C/C=C\[C@H](c2ccc(OC)cc2)N(Cc2ccc(F)cc2)C(=O)[C@@H]1C	-4.1	3.9	-2.6	-6.2	2.5	41.3	-2.3	-0.2	5.0
NCC12CC3CC(CC(O)(C3)C1)C2	-4.5	4.0	3.2	3.8	0.4	2.4	1.5	0.3	2.4
CCN1CCCC1CNCc1cc(OC)c(OC)c(OC)c1 (centres undefined)	1.1	-7.6	10.2	1.5	5.6	5.5	4.0	-2.4	0.5
COc1ccc(C2/C=C\CN(Cc3ccco3)CC(=O)N2Cc2ccc(F)cc2)cc1 (centres undefined)	-8.2	2.4	3.6	-2.4	6.6	11.1	-1.0	-5.5	-0.4
COc1ccc(Nc2cc(Cl)ccc2C(=O)O)cn1	-2.8	-0.6	0.3	5.7	10.6	8.5	26.8	3.1	7.4
CN1C(=O)[C@@H]2[C@@H]3C[C@@H]([C@H]4ON=C(c5ccc(Cl)cc5Cl)[C@@H]34)[C@@H]2C1=O	4.0	-3.9	-4.5	3.8	2.7	-1.9	4.6	-0.3	0.3
O=C(CSc1nnc(-c2ccc(Cl)s2)o1)N1CCc2ccccc21	-10.4	nt	nt	0.6	-3.2	-9.9	-7.1	2.7	nt
CN=Cc1c(NC)nc2c(C)cccn2c1=O	5.9	9.9	9.0	-2.7	2.7	3.8	5.4	-1.2	-0.5
O=[N+]([O-])c1ccc(N/N=C/c2cccc(O)c2)cc1	-0.4	-0.8	8.4	8.2	19.2	-15.4	-13.3	2.4	-3.8
CNC(=S)N1N=C(c2cccs2)CC1c1ccc(F)cc1 (centres undefined)	-3.6	-0.2	1.9	-7.9	-2.1	0.8	-1.1	-1.4	4.3
CC[C@H]1OC(=O)[C@H](C)[C@@H](O[C@H]2C[C@@](C)(OC)[C@@H](O)[C@H](C)O2)[C@H](C)[C@@H](O[C@@H]2O[C@H](C)C[C@H](N(C)C)[C@H]2O)[C@](C)(O)C[C@@H](C)C(=NOCOCCOC)[C@H](C)[C@@H](O)[C@]1(C)O	2.9	9.0	11.2	-1.9	3.4	8.3	7.1	0.7	-0.1
O=C(c1ccccc1)N1CCCC(c2ccc(Cl)cc2)=N1	-2.7	-1.9	8.9	-0.1	5.7	-22.0	-5.8	-1.0	-0.9
Cc1[nH][nH]c(=O)c1C(c1ccc(Br)cc1)c1c(C)[nH][nH]c1=O	-12.3	-4.7	1.7	4.7	0.7	14.8	15.6	3.2	1.3
O=C(N/N=C/c1c[nH]c2ccccc12)c1cc(-c2ccc3ccccc3c2)n[nH]1	3.1	-27.7	1.2	-14.6	-1.7	35.4	-75.8	-32.8	12.9
Cc1ccc(CNC(=O)c2nnc(CS(=O)(=O)c3ccccc3)o2)cc1	-3.2	1.5	2.9	-7.0	20.7	-8.6	-1.8	-6.0	22.4
CCC(=O)c1ccc(OCC(=O)OCC(=O)NC2CCCCCCC2)cc1	-4.0	-1.6	-1.1	0.9	3.4	7.4	-1.9	0.1	0.1
CCc1nnc(NS(=O)(=O)c2ccc(NC(=O)COc3ccc4ccccc4c3)cc2)s1	-10.8	-0.9	2.4	-13.6	-17.1	-7.0	-16.1	-13.2	0.8
Cc1nnc(NC(=O)CSCc2c(C)noc2C)s1	-3.2	2.0	8.7	-8.3	1.3	-1.1	1.6	1.0	1.2
CCOC(=O)/C(C(N)=NCC(C)C)=C(/O)c1ccccc1	-3.2	0.8	-0.1	2.0	-4.7	14.0	8.2	0.8	2.6
COc1ccc(OC)c(S(=O)(=O)n2ccnc2C)c1	-3.5	-6.9	11.8	5.3	-6.2	15.6	2.0	2.0	7.8
Cc1ccccc1-n1nnnc1SC1CCOC1=O (centres undefined)	0.5	-8.2	9.3	-0.9	-0.2	5.2	2.6	4.7	4.0
COc1ccc(S(=O)(=O)c2ccc(OCC3CO3)cc2)cc1 (centres undefined)	0.4	-0.6	3.5	6.8	-0.3	12.1	34.7	-0.2	1.9
COc1ccccc1CN1C[C@@H]2C[C@@H](C3=Cc4cc(Cl)ccc4OC3)N3CCC[C@@]23C1=O	-7.6	-0.7	11.8	-4.8	8.2	1.9	5.8	0.9	-3.4
COc1ccc(NC(=O)C2CCN(S(=O)(=O)c3ccc(OC)c(OC)c3)CC2)c(OC)c1	-3.4	-4.6	0.9	6.8	-3.0	1.9	3.3	-0.3	1.3
Cc1ccc(S(=O)(=O)NC2CCCc3ccccc32)cc1C (centres undefined)	-1.8	-1.0	-0.5	4.5	2.8	-19.5	-12.3	-2.6	6.3
O=C(C1CCN(c2nc(-c3ccccc3)nc3c2CCC3)CC1)N1CCC(O)CC1	-9.5	6.6	10.5	-1.8	-7.8	1.8	-6.5	-1.6	1.0
CNc1ccc(/C=C(\C#N)c2ccccn2)cc1[N+](=O)[O-]	-3.2	-4.5	-7.1	4.7	2.2	9.0	-4.9	2.9	0.0
CCCCCCCCNc1ccccc1S(=O)(=O)NCc1ccccc1	-1.1	0.8	5.7	nt	2.1	nt	nt	nt	1.7
CCOC(=O)c1c(C)n(-c2ccccc2)c2ccc(O)cc12	-7.3	7.6	9.7	-9.3	12.8	9.9	0.8	-3.8	3.0
C(=C\c1ccccc1)/CSc1nnc(-c2ccncc2)n1Cc1ccco1	-2.3	11.9	-7.3	7.2	12.0	22.6	10.0	1.0	4.0
CCOc1ccc2[nH]c(=O)c(CN(CCCO)C(C)=O)cc2c1	1.6	7.0	4.6	6.4	2.4	2.5	-0.2	5.8	6.9
Cn1c(=O)c2c(-c3ccccc3)n(CCCN3CCOCC3)cc2n(C)c1=O	-2.0	3.9	6.6	-0.6	3.3	-4.0	-1.3	-1.4	1.8
Cc1cc(C(=O)NNC(=O)c2c(-c3c(Cl)cccc3Cl)noc2C)no1	1.4	-0.3	7.5	3.5	3.2	3.3	-0.1	0.7	3.5
CCCN(CCC)CCCNC(=O)c1nn(-c2cccc(OC)c2)c(=O)c2ccccc12	-4.4	-9.7	-2.0	0.7	2.9	-11.2	-2.8	3.4	-3.6
